# High-throughput results deposited in PubChem BioAssay by The Scripps Research Institute Molecular Screening Center.
# DAX1 inh-1 – inhibitors of human orphan nuclear receptor DAX1 (NR0B1) | P51843 | HEK293 Gal4-DAX1 luciferase reporter, luminescence | inhibition, % at 6.75 µM | 340,000 compounds, 0.99% hits | AID 504766;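 active = inhibition above the mean over all tested compounds plus 3 SD, cut at about 4.2% in these data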;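 also: 0% = DAX1-transfected cells with DMSO and 100% = empty-vector control cells with DMSO; inhibition shows as a rise in luminescence from relieved DAX1 repression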
# DAX1 inh-2 – DAX1 (NR0B1) inhibition, primary screen. 370,000 compounds, 1.1% hits. inhibition, % at 6.8 µM. HEK293T StAR-luciferase reporter, SF-1/DAX-1 repression relief. AID 652010;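 active = inhibition above the mean over all tested compounds plus 3 SD, cut at about 3.6% in these data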;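 also: 0% = DAX-1 cells with DMSO and 100% = cells lacking DAX-1 with DMSO; higher inhibition means more luminescence from relief of DAX-1 repression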
# ssDAF-12 act – S. stercoralis DAF-12 activation, primary screen. activation, % at 6.8 µM. AID 652126. 370,000 compounds, 1% hits. HEK293 ssDAF-12/GRIP1 lit1-tk-luc reporter, luminescence; % of 3 µM dafachronic acid response;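 active = activation above the mean over all tested compounds plus 3 SD, cut at about 0.9% in these data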;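 also: 0% = DMSO-only wells and 100% = 3 µM delta7-dafachronic acid wells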
# PLC-beta3 inh – PLC-beta3 (human) inhibition, primary screen; 370,000 compounds, 0.18% hits; inhibition, % at 12.2 µM; Q01970; Purified PLC-beta3, fluorogenic substrate, fluorescence; in the data active = inhibition above about 11%;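 also: 0% = median of compound wells on plate and 100% = full blocker control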
# sPLA2-III inh – Blocks human group III sPLA2 activity. 370,000 compounds, 0.56% hits. AID 743126. QFRET BODIPY PC-A2 liposome hydrolysis, fluorescence. inhibition, % at 12.2 µM;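 active = inhibition above mean plus 3 SD of compounds lying within the high and low control bounds, cut at about 19% in these data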;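 also: 0% = median of test compound wells and 100% = no enzyme DMSO wells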
# ADAM10 inh – inhibitors of human ADAM10; O14672; recombinant ADAM10, EDANS/DABCYL FRET peptide cleavage, 3 h; inhibition, % at 7 µM; 370,000 compounds, 0.62% hits; AID 720582;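 active = inhibition above a per-campaign cutoff equal to the mean of compounds falling between control-based bounds plus 3 SD, cut at about 20% in these data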;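 also: 0% = DMSO wells while the 100% control is not disclosed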
# ADAM17 inh – inhibitors of human ADAM17; P78536; recombinant ADAM17, EDANS/DABCYL FRET peptide cleavage; inhibition, % at 6.95 µM; 370,000 compounds, 0.83% hits; AID 720648;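 active = inhibition above the mean of compounds lying between control limits plus 3 SD, set per campaign, cut at about 8.5% in these data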;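 also: 0% = DMSO-only wells as the low control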
# FXN GAA850 act – activators of GAA850 frataxin (FXN) promoter; HEK293 lucGAA850 FXN promoter luciferase reporter, 24 h; percent of 10 µM SAHA response; activation, % at 6 µM; 360,000 compounds, 0.56% hits;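 active = activation above the average of all compounds screened plus 3 SD, cutoff fixed separately per campaign, cut at about 7.5% in these data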;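 also: 0% = DMSO wells and 100% = 10 µM SAHA wells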
# hgDAF-12 ag – agonists of H. glycines DAF-12 nuclear receptor; 370,000 compounds, 1.8% hits; AID 687014; activation, % at 6.8 µM; HEK293 GAL4-hgDAF12 UAS-luciferase reporter, agonist luminescence; normalized to butyrate control;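 active = activation above a cutoff set at the mean of all screened compounds plus 3 SD, cut at about 10% in these data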;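 also: 0% = DMSO wells and 100% = sodium butyrate wells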
# hcDAF-12 act – activators of H. contortus DAF-12 nuclear receptor; HEK293 hcDAF-12 lit1-tk-luc reporter, luminescence; 0% DMSO, 100% Δ7-dafachronic acid; activation, % at 6.8 µM; 370,000 compounds, 1.4% hits; AID 652067;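 active = activation above the mean of all tested compounds plus 3 SD, cut at about 5.5% in these data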;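 also: 100% = response to 3 µM Δ7-dafachronic acid high control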
# PLCg1 inh – PLC-gamma1 (human) inhibition, primary screen; P19174; purified PLC-gamma1, fluorogenic substrate, fluorescence; inhibition, % at 12.2 µM; 370,000 compounds, 0.84% hits; AID 720700; in the data active = inhibition above about 9.5%
# * hit, by the source's call; . = not tested or not shown.
SMILES,DAX1 inh-1,DAX1 inh-2,ssDAF-12 act,PLC-beta3 inh,sPLA2-III inh,ADAM10 inh,ADAM17 inh,FXN GAA850 act,hgDAF-12 ag,hcDAF-12 act,PLCg1 inh
COc1ccc(/C=N/Nc2nc3ccccc3c(=O)n2-c2ccccc2)cc1OC,0.1,-0.4,-0.6,2,0,0,7,5.2,-0.5,0.3,5
O=C(CC(Nc1ccccc1)c1ccc(F)cc1)c1ccccc1 (stereo not given),1.0,-0.8,-1.6,7,-3,10,4,4.7,2.8,0.2,3
O=C(NCc1ccc(Cl)cc1)c1ccc(-c2ccccc2C(F)(F)F)o1,1.0,-0.7,-1.0,-6,-16,14,7,-1.2,-0.8,-0.7,-2
O=C(CCNS(=O)(=O)c1ccccc1)N1CCN(C(c2ccccc2)c2ccccc2)CC1,1.7,-0.7,-0.9,-4,-22,9,-1,0.4,0.0,-0.2,1
COc1cccc(CN(C)C(=O)CCN=C2NS(=O)(=O)c3ccccc32)c1OC,0.0,-0.2,-1.1,-1,-6,-3,-5,1.6,-1.5,-0.7,-1
Cc1cc(Cl)c(OCCCN(C)C)c(Br)c1,-0.8,0.3,-0.6,1,-1,-8,-2,1.9,4.6,-1.7,0
COc1ccc(NC(=O)C(=O)NNC(=O)c2cccs2)cc1,0.8,1.2,-0.4,3,8,-8,-4,4.0,0.0,2.4,2
CC(C)(CNc1ccc(C(F)(F)F)cc1[N+](=O)[O-])N1CCOCC1,1.2,-0.7,-1.1,-1,6,6,1,2.8,-0.6,-1.3,2
COc1cccc(CNC(=O)CN2C(=O)COc3ccc(S(=O)(=O)N4CCC(C)CC4)cc32)c1,0.1,-0.3,-0.9,-8,-5,-4,-5,-0.1,1.3,-0.3,-2
CCN(Cc1ccccc1)C(=O)C1CCN(Cc2ccc(SC)cc2)CC1,0.2,0.0,-1.8,3,-8,4,1,-2.7,-0.8,-0.7,2
CCOc1ccc(OCCC(=O)OCC(=O)Nc2cc(OCC)c(N3CCOCC3)cc2OCC)cc1,0.0,1.4,-1.2,-6,8,-4,-6,1.1,0.0,-0.5,4
COc1ccccc1NC(=O)C(C)NS(=O)(=O)c1ccc(F)cc1 (stereo not given),0.7,-0.1,-0.7,-3,-1,1,-4,2.1,-1.1,0.7,-2
CC(C)=C(NC(=O)c1ccccc1Br)C(=O)NCCc1nc2ccccc2[nH]1,1.2,-0.3,-1.0,-7,13,-5,-4,0.3,-2.5,-1.7,0
CCOc1nc(Nc2ccc(OC)cc2OC)nc(OCC)n1,-0.4,-0.7,-2.1,-7,7,-2,-5,0.8,-0.2,-1.2,-1
O=C(NCc1ccccc1)C(c1ccco1)N(C(=O)c1ccccn1)c1ccccc1 (stereo not given),-0.7,0.1,-0.7,-2,-1,11,0,0.5,-0.8,-0.4,2
COc1ccc(Cn2c(CCC(=O)Nc3ccc(C)cc3)nc3cccnc32)cc1,-2.4,-0.8,-0.9,0,-24,4,-7,-1.6,-0.1,-2.8,-1
CC1CCN(S(=O)(=O)c2ccc(NC(=O)Cc3ccc(S(=O)(=O)N4CCOCC4)s3)cc2)CC1,-0.2,-3.5,-1.6,-6,-57,4,6,0.6,-5.3,-2.6,2
COC(=O)[C@]12C[C@H](CC(=O)NCc3ccc(C)o3)C(=O)N(Cc3ccco3)C1=C[C@H](C1CCCC1)O[C@@H]2C,.,-0.8,-0.7,0,-7,-7,-2,.,-4.6,-2.2,2
CCOC(=O)N1CCN(C(=O)CCS(=O)(=O)c2cc3c(cc2Cl)NC(=O)CO3)CC1,3.2,0.2,-0.2,2,-4,1,0,-1.5,1.8,-2.2,1
O=C(NOCc1cscn1)Nc1ccccc1,0.8,0.6,-1.5,3,-3,-7,-5,1.5,2.8,2.5,9
CC(=O)C1=C(C)N(CC(C)C)C(=S)NC1c1cccc(Cl)c1 (stereo not given),.,-0.8,-1.1,4,-1,9,2,.,-0.2,-1.4,6
CCn1c(CNc2nc(-c3ccccc3)cs2)nnc1SCC(=O)NCc1ccco1,1.9,0.6,-1.3,-3,-8,1,-5,-1.4,1.4,3.1,-4
CCc1c(C)c2ccc(OCC(=O)NCC3CCC(C(=O)O)CC3)c(C)c2oc1=O (stereo not given),2.1,-0.1,-0.6,-13,14,-158,-42,-0.7,11*,-0.1,-11
CC(=O)Nc1ccc(S(=O)(=O)N2CCN(c3ccc([N+](=O)[O-])cc3)CC2)cc1,-1.3,-1.5,-1.1,-4,-9,1,4,2.1,-5.8,-2.3,3
c1ccc(-c2nc3c([nH]2)CCc2nonc2-3)cc1,1.2,0.1,-0.9,-3,-2,-4,-2,0.2,7.4,-0.5,-2

# Brought forward from above: 3 compounds, then new ones.
SMILES,DAX1 inh-1,DAX1 inh-2,ssDAF-12 act,PLC-beta3 inh,sPLA2-III inh,ADAM10 inh,ADAM17 inh,FXN GAA850 act,hgDAF-12 ag,hcDAF-12 act,PLCg1 inh
CCc1c(C)c2ccc(OCC(=O)NCC3CCC(C(=O)O)CC3)c(C)c2oc1=O (stereo not given),2.1,-0.1,-0.6,-13,14,-158,-42,-0.7,11*,-0.1,-11
CC(=O)Nc1ccc(S(=O)(=O)N2CCN(c3ccc([N+](=O)[O-])cc3)CC2)cc1,-1.3,-1.5,-1.1,-4,-9,1,4,2.1,-5.8,-2.3,3
c1ccc(-c2nc3c([nH]2)CCc2nonc2-3)cc1,1.2,0.1,-0.9,-3,-2,-4,-2,0.2,7.4,-0.5,-2
CCOC(=O)[C@]12CCCC=C1N(Cc1ccccc1)C(=O)[C@H](CC(=O)N1CCCC1)C2,.,-0.6,-1.3,2,5,-7,-2,.,-0.3,0.8,0
Cc1nn(-c2cccc(C(F)(F)F)c2)c(Cl)c1/C=N/Nc1cccc(C(=O)O)c1,-2.1,3.7*,-0.3,2,-6,1,-1,4.0,13*,10*,1
O=C(Cn1cnc2c(NCc3ccccc3)ncnc21)N1CCN(c2ccccn2)CC1,0.0,-0.5,-1.2,-2,-4,-23,-8,0.2,1.7,-1.8,1
CC1CN(C(=S)Nc2ccc(Cl)cc2)CC(C)O1 (stereo not given),-0.8,0.0,-1.8,-6,7,-1,-8,-0.8,1.0,-0.3,-3
OCCCNc1nc(-c2ccccc2)c2cc(Br)ccc2n1,-0.1,-0.2,-0.9,-344,-4,-307,-122,4.3,-1.8,0.6,-242
C=CCNC(=O)c1ccc2c3n(nc2c1)-c1ccccc1CO3,-2.4,2.5,0.1,-102,9,-174,-55,0.3,10,5.1,-80
O=C(NCCN1CCOCC1)Nc1ccccc1,0.9,1.1,-0.6,5,10,-12,-4,3.8,1.7,2.4,-1
Nn1c(Nc2ccccc2)nc2sc3c(c2c1=O)CCCC3,0.3,-0.1,-1.5,-7,5,-11,0,3.8,-1.8,-1.5,-5
COc1ccccc1CNC(=O)CSc1ccccc1,0.5,3.0,-0.9,1,8,-9,-7,2.9,11*,1.6,3
CN1CCN(C(=O)c2ccc(-c3ccccc3)cc2)CC1,-0.9,0.2,-1.2,-10,2,-2,-4,-0.1,0.9,-0.9,0
CNC(=O)Nc1ccc(Cl)cc1,0.3,-0.2,-0.1,3,6,5,1,1.6,0.3,0.2,2
CC[C@H]1C(Nc2ccccc2)C[C@@H]2CCN3C(=O)CC[C@H]1[C@H]23 (stereo not given in full),-0.3,0.6,-1.3,0,4,0,-4,0.4,1.2,-1.4,-4
Cc1cc(C)n2nc(SCc3nnc(SCCCCl)o3)nc2n1,-0.9,0.3,-1.6,0,4,5,-3,1.2,-0.4,-2.1,-1
COC(=O)Nc1ccc(N2CCOCC2)c(S(=O)(=O)N2CCOCC2)c1,0.6,0.1,-0.8,-7,6,-4,-2,-0.3,-2.6,0.9,3
CC1CN(C(=O)CSc2ncnc3sccc23)CC(C)O1 (stereo not given),-0.2,-0.3,-0.7,-5,0,-5,-6,-0.8,-2.1,-1.9,-4
CC(=O)c1c(NCCc2ccccc2)cc(C)oc1=O,0.5,0.4,-1.6,2,1,-1,2,4.2,2.1,2.2,1
COc1ccc(C(=O)N/N=C/c2cn[nH]c2-c2ccc(OC)cc2OC)cc1,-0.7,0.5,-1.3,-8,-2,-12,-2,-1.6,4.0,-3.1,-9
CC1CC(C)(C)OC(c2ccc(C(C)C)cc2)O1 (stereo not given),0.4,-0.2,-0.6,3,-3,-14,-2,1.7,-1.2,0.3,2
CCCc1cc(=O)c2ccc(OC/C(C)=N/O)cc2o1,1.7,0.2,-1.6,-8,-1,-7,-2,-1.3,1.2,1.5,-4
Nc1ccc2oc3ncccc3c(=O)c2c1,-0.4,0.3,-0.8,-8,2,-1,-3,0.9,3.9,-0.6,-6
COc1cc(Cc2nc3ccc(S(=O)(=O)N4CCOCC4)cc3[nH]2)cc(OC)c1OC,-0.1,-0.7,-1.5,-3,-5,-5,-3,-0.8,1.3,8.0*,-2
CCN(CC)CCCn1c(=S)[nH]c2ccc(Cl)cc2c1=O,0.6,0.3,-1.4,-4,-2,-17,-11,-0.2,-0.9,0.3,-2
CC(C)(C)OC(=O)C[C@@H]1C/C=C\C[C@H](CC(=O)N[C@@H](CO)Cc2ccccc2)C(=O)N[C@H](Cc2ccccc2)COC1=O,-1.6,0.1,-0.9,2,-6,-2,-4,-1.6,-0.1,-0.1,5
COc1ccccc1N(C(=O)CCl)c1cn(C(C)=O)c2ccccc12,-3.7,-2.1,-2.5,-9,-7,-2,-7,-11,-5.9,-3.0,-1
Cc1nc(CCNC(=O)CC2C(=O)NCCN2Cc2ccccc2)sc1C (stereo not given),0.3,-0.4,-1.3,-22,1,-13,-5,4.7,-1.8,0.5,-7

# (listing goes on)
SMILES,DAX1 inh-1,DAX1 inh-2,ssDAF-12 act,PLC-beta3 inh,sPLA2-III inh,ADAM10 inh,ADAM17 inh,FXN GAA850 act,hgDAF-12 ag,hcDAF-12 act,PLCg1 inh
CN(CC(=O)Nc1cccc(F)c1)C(=O)c1sccc1-c1ccccc1,0.2,-1.1,0.1,0,-8,-8,-5,-0.1,-2.0,-1.8,3
CC(=O)Nc1ccc(Cl)cc1C(=O)c1ccc[nH]1,0.9,-0.3,-1.1,-1,0,-3,-3,1.7,-1.2,-1.3,-1
O=C(O)CC1c2ccccc2C=Cc2ccccc21,2.1,-0.3,-1.1,0,5,-4,-3,1.2,-1.5,1.7,0
COc1ccc(C(=O)NN2CC(O)=C(c3nc4ccccc4n3C)C2=N)cc1OC,-0.8,0.0,-1.5,5,-5,2,-2,-1.2,-0.3,-1.2,4
CCc1nnc(NC(=O)CSc2nnc(CNc3cccc(Cl)c3)n2CC)s1,4.1,-0.3,-1.6,3,-16,8,-1,1.9,-2.2,-0.2,3
COc1ccc(C(=O)C2CCCN(C(=O)c3cccnc3OC)C2)c(C)c1 (stereo not given),0.5,0.0,-1.5,-2,0,-1,-1,1.9,-0.2,-0.9,1
Nc1nonc1-n1nnc(C(=O)N/N=C/c2ccc(Br)cc2)c1CSC1=NCCS1,-1.8,0.5,-1.5,5,-10,11,3,-0.9,0.0,3.8,0
